# NOD2 RIPK2 PPI = NOD2-RIPK2 binding disruptors in cells, primary screen, fluorescence, CHO cells, BLA complementation | inhibition, % at 4.98 µM | Receptor-interacting serine/threonine-protein kinase 2 (Homo sapiens), O43353 | CCF4 ratio | 360,000 tested, 0.38% active; in the data active = inhibition above about 21%;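 note: 0% = vehicle only and 100% = reference blocker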
# Vif inh = HIV Vif self-association inhibitors, primary screen, imaging, HEK293T, single point; HEK293T cells, Vif self-association by quenched fluorescence, 24 h; inhibition, % at 7.49 µM; 340,000 tested, 0.35% active; in the data active = inhibition above about 50%, passing the limit was not always enough; inconclusive = no clear call, values can overlap the other calls; inactive = below about 31%; note: some results filed as inactive read as strong as hits
# COUP-TFII inh = NR2F2 transcriptional activity inhibitors, primary screen, cell-based, luciferase reporter, HEK293T, luminescence. AID 686940, 2013. COUP transcription factor 2 (Homo sapiens), P24468. 370,000 tested, 0.7% active. inhibition, % at 8.6 µM. HEK293T NGFI-A luciferase reporter;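 active = inhibition above a per-plate cutoff, mean inhibition of test wells between control levels plus 3 SD, cut at about 38% in these data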;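 note: cells cotransfected with COUP-TFII expression vector driving the NGFI-A reporter; 0% = median of COUP-TF2 test wells and 100% = reporter-only cells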
# TRAIL sens C8 = viability loss with TRAIL in NB7+C8 cells, primary screen, TRAIL sensitizer project, cell-based, ATPlite luminescence; inhibition (viability loss, TRAIL sensitization), % at 10 µM; AID 624354, 2012; 360,000 tested, 1% active;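 active = compounds causing at least 50% loss of cell viability in the single-dose screen, relative to plate controls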
# TLR9-MyD88 inh = inhibitors of TLR9-MyD88 association in cells, primary screen, cell-based, CHO, BLA complementation, fluorescence | CCF4 FRET ratio | AID 504734, 2011 | Toll-like receptor 9 (Homo sapiens) + Myeloid differentiation primary response protein … | inhibition, % at 4.98 µM | 340,000 tested, 0.21% active;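 active = inhibition above the mean over all tested compounds plus 3 SD, cut at about 21% in these data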;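 note: 0% = DMSO only wells and 100% = clavulanate BLA inhibitor control wells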
# LRH-1 inv ag = LRH-1 (NR5A2) inverse agonists, primary screen, cell-based, luminescence, HEK293T, StAR-luciferase reporter; Nuclear receptor subfamily 5 group A member 2 (Homo sapiens), O00482; AID 602396, 2012; LRH-1 transfected, 24 h; inhibition, % at 3.6 µM; 360,000 tested, 0.13% active;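 active = inhibition above the mean inhibition of all tested compounds plus 3 SD, cut at about 73% in these data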;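 note: 0% = DMSO wells and 100% = reporter-only cells lacking LRH-1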
# NCOA3 inh = SRC3 coactivator transcriptional activity inhibitors, primary screen, cell-based, luminescence; HEK293 GAL4-SRC3 luciferase reporter; inhibition, % at 3.6 µM; 360,000 tested, 0.17% active; AID 588352, 2011;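 active = inhibition above a per-campaign cutoff, the mean of all compounds plus 3 SD, cut at about 60% in these data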;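 note: 0% = DMSO-treated cells and 100% = gossypol-treated cells at 36 µM; higher means less SRC3-driven luciferase light from the GAL4 reporter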
# TROY signal inh = inhibitors of TROY-driven NF-kB signaling, primary screen, Q293 LMP1-TROYcd cells, NF-kB luciferase, uHTS | Q293 LMP1-TROYcd NF-kB luciferase reporter, 4 h | inhibition, % at 10 µM | AID 1347056, 2019 | 360,000 tested, 0.98% active;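 active = compounds whose plate-normalised and pattern-corrected inhibition of the luciferase reporter signal at the single screening dose is 50% or more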
# NCOA2 inhibitor = inhibition of GAL4-SRC2 driven luciferase reporter, primary screen, SRC2 inhibitor project, cell-based, luminescence. Nuclear receptor coactivator 2 (Homo sapiens), Q15596. 370,000 tested, 0.17% active. inhibition, % at 9 µM. HEK293 GAL4-SRC2 luciferase reporter;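 active = inhibition above the mean inhibition of all tested compounds plus 3 SD, set per campaign, cut at about 52% in these data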;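 note: 0% = DMSO treated cells and 100% = cells given Gossypol at 36 µM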
# SRC1 inh = SRC1 coactivator transcriptional activity inhibitors, primary screen, cell-based, luminescence; inhibition, % at 3.6 µM; Nuclear receptor coactivator 1 (Homo sapiens), Q15788; AID 588354, 2011; HEK293 GAL4-SRC1 luciferase reporter; 360,000 tested, 0.12% active;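 active = inhibition above the campaign mean plus 3 SD, with each screening campaign given its own cutoff, cut at about 60% in these data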;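 note: 0% = DMSO treated cells and 100% = gossypol at 36 µM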
# Target sequence (Q15788 whole entry, looked up, the tested form may be a part): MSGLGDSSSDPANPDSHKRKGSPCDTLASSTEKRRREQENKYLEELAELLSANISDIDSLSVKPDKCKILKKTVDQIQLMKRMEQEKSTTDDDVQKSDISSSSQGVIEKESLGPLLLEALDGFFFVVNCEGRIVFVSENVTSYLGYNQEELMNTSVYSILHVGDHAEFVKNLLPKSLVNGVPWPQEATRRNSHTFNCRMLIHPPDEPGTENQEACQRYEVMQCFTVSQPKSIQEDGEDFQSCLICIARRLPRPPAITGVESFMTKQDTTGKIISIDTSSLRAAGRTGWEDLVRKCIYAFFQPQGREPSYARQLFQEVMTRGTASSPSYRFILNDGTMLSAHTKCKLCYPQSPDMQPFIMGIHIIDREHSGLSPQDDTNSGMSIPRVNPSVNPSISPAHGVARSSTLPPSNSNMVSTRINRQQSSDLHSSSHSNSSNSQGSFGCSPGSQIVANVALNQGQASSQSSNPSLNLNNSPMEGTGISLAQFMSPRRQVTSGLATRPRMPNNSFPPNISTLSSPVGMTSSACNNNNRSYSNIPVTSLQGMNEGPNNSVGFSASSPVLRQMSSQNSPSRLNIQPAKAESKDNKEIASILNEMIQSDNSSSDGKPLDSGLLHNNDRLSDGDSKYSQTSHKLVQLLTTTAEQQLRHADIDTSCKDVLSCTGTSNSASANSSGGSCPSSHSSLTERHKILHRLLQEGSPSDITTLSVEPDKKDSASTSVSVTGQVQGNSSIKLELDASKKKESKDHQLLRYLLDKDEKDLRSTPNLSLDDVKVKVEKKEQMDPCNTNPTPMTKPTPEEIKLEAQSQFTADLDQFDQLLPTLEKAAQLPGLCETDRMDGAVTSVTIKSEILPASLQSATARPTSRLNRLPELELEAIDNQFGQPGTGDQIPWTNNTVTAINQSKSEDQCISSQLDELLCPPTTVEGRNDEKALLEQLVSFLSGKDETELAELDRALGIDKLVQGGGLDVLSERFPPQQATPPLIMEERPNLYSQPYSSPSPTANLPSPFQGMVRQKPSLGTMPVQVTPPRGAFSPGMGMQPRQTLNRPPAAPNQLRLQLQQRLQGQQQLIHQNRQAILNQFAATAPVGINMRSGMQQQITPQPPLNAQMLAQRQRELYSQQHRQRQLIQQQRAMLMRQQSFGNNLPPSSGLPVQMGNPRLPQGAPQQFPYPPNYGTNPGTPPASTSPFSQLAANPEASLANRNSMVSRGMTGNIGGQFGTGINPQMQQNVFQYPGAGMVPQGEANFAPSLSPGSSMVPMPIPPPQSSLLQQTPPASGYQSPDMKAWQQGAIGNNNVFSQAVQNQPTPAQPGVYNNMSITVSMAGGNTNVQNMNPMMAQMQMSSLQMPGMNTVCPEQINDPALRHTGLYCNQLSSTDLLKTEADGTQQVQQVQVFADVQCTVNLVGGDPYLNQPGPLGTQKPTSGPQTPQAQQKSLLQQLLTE
# EBV LMP1 NFkB = EBV LMP1-driven NF-kappaB luciferase reporter inhibitors, primary screen, cell-based, luminescence, single point | inhibition, % at 12.5 µM | LMP1-induced NF-kappaB luciferase reporter cells | 350,000 tested, 0.69% active; in the data active = inhibition above about 41%; inconclusive = no clear call, values can overlap the other calls;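 note: 0% = neutral control wells and 100% = reference inhibitor control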
# * hit, by the source's call; ? = inconclusive; . = no result given. Some of the compounds tested. The share of hits here may be higher or lower than overall.
SMILES,NOD2 RIPK2 PPI,Vif inh,COUP-TFII inh,TRAIL sens C8,TLR9-MyD88 inh,LRH-1 inv ag,NCOA3 inh,TROY signal inh,NCOA2 inhibitor,SRC1 inh,EBV LMP1 NFkB
COc1ccc2c(CC(=O)OCC(=O)NC(=O)c3cccn3C)coc2c1,1,-2,2,-3,1,6,-15,-14,-3,-10,-7
COc1ccc(-c2cc3ccc(OCC(=O)NCC4CCC(C(=O)O)CC4)cc3oc2=O)cc1 (centres undefined),7,3,-17,59*,-2,-9,-29,-76,-36,-27,-4
Cc1ccc(NC(=O)c2sc(Cl)nc2-c2ccccc2)cc1C,12,-3,12,-8,5,-23,2,32,-33,-12,-7
CCOc1ccc(OCC)c(NC(=O)CSc2nc3cccnc3n2C)c1,-7,-14,7,6,4,10,15,19,-2,-8,16
COc1ccc(OCC(=O)Nc2ccc3c(c2)nc(CCN2CCN(c4ccccn4)CC2)n3C)cc1,12,-11,26,20,0,2,10,31,-13,5,-21
COc1ccc2[nH]c(=O)c(CN(Cc3ccccc3OC)Cc3nnnn3CC3CCCO3)cc2c1 (centres undefined),10,15,1,-13,6,16,15,-23,-11,-15,9
Cc1ccc(C)c(-n2c(SCC(=O)Nc3nnc(C)s3)nnc2-c2ccoc2C)c1,0,-16,0,4,4,1,18,-16,-2,-13,0
COc1ccccc1-c1cc(NC=O)c2ncc(-c3ccc(F)cc3)n2c1,-10,-1,26,26,.,14,1,25,20,4,.
COc1ccccc1NC(=O)C(C)OC(=O)CCCOc1ccccc1 (centres undefined),-23,2,5,-7,6,17,-18,-11,13,15,-1
Cc1cc(NC(=O)CSc2nc(C3CC3)nc3sc(C)c(C)c23)no1,-5,.,-20,0,-5,-4,-7,11,-15,-3,-5
CCCOc1ccc(C(=O)NC(C)C(=O)O)cc1 (centres undefined),4,18,4,-4,1,0,-13,-10,-1,-6,-2
Cc1cccc(C)c1Nc1nnc(SC(C)C(=O)Nc2c(C)n(C)n(-c3ccccc3)c2=O)s1 (centres undefined),-3,-2,18,-4,3,7,8,-5,36,-35,-3
O=C(COc1ccc(Br)cc1)Nc1ccccc1C(=O)NC1CC1,-8,.,-1,-14,1,16,9,17,-26,3,-4
COc1ccc(-c2nc(CN3CCN(Cc4ccccc4)CC3)c(C)o2)cc1,5,-2,5,5,1,-2,-39,6,-37,0,-8
Cc1noc(C)c1CN(C(=S)NC1CC1)c1ccccc1,7,11,8,4,9,13,16,4,-11,1,2
O=c1cc(-c2ccc(O)cc2)oc2ccc3ccccc3c12,2,-3,55*,90*,-12,21,28,88*,46,12,-7
CCCCN(C(=O)COC(=O)c1ccc(C)s1)c1c(N)n(CCC)c(=O)[nH]c1=O,-12,8,-11,13,-4,0,0,-10,3,6,-1
Nc1ccc(C(=O)OCC(=O)Nc2ccc3c(c2)OCO3)cc1[N+](=O)[O-],-2,7,19,-1,7,10,12,-23,10,-8,3
O=C(NCC(=O)N1CCN(c2ccccc2O)CC1)c1ccccc1,-13,32,-29,5,12,-21,-23,-3,-50,-16,-14
CCN(CC)C(NC(=O)Cc1ccccc1)C(Cl)(Cl)Cl (centres undefined),1,15,-1,0,4,-3,12,-6,-15,0,-7
CN(C)C(=O)c1ccc(NC(=O)c2cncc(Br)c2)cc1,4,-6,0,14,-4,-30,2,-27,11,14,3
O=C1CC(c2ccccc2)CC(O)=C1C=NCc1ccc(Cl)cc1 (centres undefined),-11,2,-9,-3,3,35,17,0,3,-10,13
Nc1ccc(N2CCN(C(=O)c3ccco3)CC2)cc1,-11,-3,-4,3,-1,3,-3,-4,9,-29,-1
O=C(OCC1COC(c2ccccc2)(c2ccccc2)O1)c1ccccc1 (centres undefined),-1,-3,2,3,-3,-12,4,-18,-18,-5,-2
CC1CN(C(=O)C2CC2)C(C)CN1C(=O)C1CC1 (centres undefined),7,-1,0,-7,-6,-13,16,5,-7,-4,-21
CCCCNS(=O)(=O)c1ccc2nc(-c3cccnc3)cc(C(=O)NCCCOC)c2c1,8,-17,-4,1,0,-5,-1,1,-3,10,-1
CC(C)CN(C)C(=O)CCc1nnc(Cc2ccc(-c3ccccc3)cc2)o1,-6,-3,8,3,-1,-20,-19,-41,-5,-25,-9
Cc1ccc(O)c(-c2[nH]ncc2C(=O)c2ccc(Cl)cc2)c1,-1,4,-5,-10,-1,0,16,-4,-29,5,-3
COc1ccccc1N1CCN(Cc2nc(-c3ccc(F)cc3)oc2C)CC1,6,.,8,5,-4,18,-4,-1,-28,-12,15
CCN(CC)C(=O)C1CCCN(Cc2ccc3ccccc3c2)C1 (centres undefined),-4,-4,2,-9,-7,1,-3,15,13,-28,-6
O=C(CCn1c(=O)[nH]c2ccsc2c1=O)N(CCc1ccccc1)Cc1ccccc1,5,-11,-2,18,-9,-1,22,2,-3,2,-1
CN(C(=O)c1ccc2nccnc2c1)C1CCCCC1,5,3,11,-1,-2,-13,18,-34,-1,-11,-4
CC(=O)c1c(C)[nH]c(C(=O)OCC(=O)NCc2ccc3c(c2)OCO3)c1C,-4,-11,0,9,0,-9,13,1,-38,-3,0
CC1Cc2cc(/C(O)=C3\C(=O)C(=O)N(Cc4cccnc4)C3c3ccccc3F)ccc2O1 (centres undefined),-11,-4,.,2,-6,1,2,31,.,0,-1
Cc1ccccc1-c1cnc(C(O)c2ccc(F)c(F)c2)[nH]1 (centres undefined),-3,-5,-27,7,.,-28,-30,-35,11,-34,.
COc1ccc(CCNc2nc3ccccc3n3nnnc23)cc1OC,-12,.,-12,1,-3,-19,-43,-1,-22,-40,-6
CCCCNC(=O)c1ccc2nc(CC)c(N(C)Cc3ccc(OC)cc3)n2c1,-5,12,12,20,.,-7,-2,-13,22,21,.
O=C(CSc1cccc2cccnc12)N/N=C/c1cccc(O)c1,4,-5,-15,-1,1,-19,-5,9,-25,-7,2
O=[N+]([O-])c1ccccc1Nc1ccccc1[N+](=O)[O-],-8,10,-3,-1,-9,-3,-10,8,-15,-23,5
CC1Cc2ccccc2N1C(=O)CSc1nnc(-c2ccccc2)c(-c2ccccc2)n1 (centres undefined),-10,-4,11,11,2,-1,12,26,14,4,-1
Cc1nc(N2CCCCC2)c2c(C)c(C(=O)Nc3cccc(C(F)(F)F)c3)sc2n1,-1,-7,11,-2,-1,15,5,42,-3,-14,6
O=C(Nc1ccccc1F)c1ccc(Cn2cc(Br)cn2)cc1,3,1,-10,-5,9,-51,-21,-34,-25,-47,-16
COc1cc(NC(=O)c2ccc(Cl)cc2)c(OC)cc1NC(=O)CN1CCOCC1,7,4,0,21,0,12,-13,.,-8,9,-10
CN(C(=S)NC1=CCS(=O)(=O)C1)C1CCCCC1,5,1,-3,-13,-9,5,6,13,-17,0,-4
CC(C)N1CC(COc2ccccc2Cl)OC1=O (centres undefined),0,9,-4,-29,6,13,13,0,-10,14,-14
Cn1nnc2cc(C(=O)N3CCN(c4ccccc4)CC3)ccc21,-13,25,6,-15,-2,-3,4,-6,-14,-14,-4
CN(CC(=O)Nc1ccccc1Cl)C(=O)C1CSC2(C)CCC(=O)N12 (centres undefined),1,-6,-18,-3,3,-13,13,-27,16,-41,6
O=C(O)C1C2OC3C(OC(=O)C31)C2Br (centres undefined),2,13,-3,-3,-3,-4,-10,-18,6,1,-1
NS(=O)(=O)c1cnccc1Oc1cccc(Cl)c1,5,6,-7,-21,-4,4,11,4,-10,3,-4
O=C(NC1CCCC1)C1CCN(C(=O)Nc2cccc(Cl)c2)CC1,-9,5,7,16,0,5,6,5,0,-4,8
O=C(CCS(=O)(=O)c1cc(Br)cc2c1N(C(=O)C1CC1)CC2)N1CCN(c2ccccn2)CC1,-7,6,7,-6,3,3,-10,-3,-24,2,3
CC(NC(=O)c1ccc(Br)o1)C1CCCO1 (centres undefined),-9,.,12,-9,6,7,0,4,8,21,-4
O=C(Nc1ccccc1Cc1ccccc1)c1ccncc1,-4,-17,-1,-1,-6,9,-8,21,13,-9,-9
O=C(CCC1COc2ccccc2O1)N1CCCC1 (centres undefined),-4,2,-6,-7,3,-7,-19,-20,7,-26,-20
Cc1ccc(/C=C/C(=O)OCC(=O)Nc2cccnc2Cl)o1,-10,5,-1,-17,-5,8,-35,4,4,-5,-7
O=C(Cc1c[nH]c2ccccc12)NCC(=O)Nc1ccc(F)c(F)c1F,6,.,1,-15,-1,9,-4,-6,-12,-18,-4
COc1cc(S(=O)(=O)Nc2cc(C)cc(C)c2)ccc1F,-6,-1,6,11,-4,0,18,6,-3,15,-1
COc1ccc(SN=C2C(C)=CC(=O)C=C2C)cc1,4,15,-21,21,-1,15,8,-31,8,-5,-1
Cc1cc(C)n(-c2ccc(C(=O)Nc3nnc(C4CC4)s3)cc2)n1,-9,-9,1,-14,-14,14,2,-19,-24,-19,-5
Cc1cc2cc(C)c(NCCNC(=O)c3cccs3)nc2cc1C,1,-4,4,1,4,-3,10,13,-17,5,3

# An excerpt from above in order of their number in TLR9-MyD88 inh, high to low.
canonical_smiles	TLR9-MyD88 inh
O=C(CCC1COc2ccccc2O1)N1CCCC1 (centres undefined)	3
Nc1ccc(N2CCN(C(=O)c3ccco3)CC2)cc1	-1
Cc1ccc(/C=C/C(=O)OCC(=O)Nc2cccnc2Cl)o1	-5

# Later entries
SMILES,NOD2 RIPK2 PPI,Vif inh,COUP-TFII inh,TRAIL sens C8,TLR9-MyD88 inh,LRH-1 inv ag,NCOA3 inh,TROY signal inh,NCOA2 inhibitor,SRC1 inh,EBV LMP1 NFkB
CCC1(c2ccc(F)cc2)NC(=O)N(CC(=O)Nc2ccccc2Cl)C1=O (centres undefined),6,11,10,-1,1,1,-109,-10,-49,-83,-13
O=C1CC(c2ccc(F)cc2)Cc2nc(N3CCOCC3)ncc21 (centres undefined),-6,?,-16,4,6,17,-1,-15,-6,4,-2
O=C(O)CCN1C(=O)C2C3C=CC(C3)C2C1=O (centres undefined),-8,13,-6,5,-2,-9,20,-5,-10,0,-7
Cc1cc(=O)[nH]c(SCC(=O)Nc2ccc(Br)cn2)n1,-8,.,-4,3,2,10,8,-41,14,5,-3
Cc1ccccc1-c1nc(CN2CCC(C(=O)N3CCN(c4ccccn4)CC3)CC2)c(C)o1,-4,-4,20,20,-7,3,0,9,-13,-15,-2

# Screens (PubChem)
